# From PubChem BioAssay
# RBX1-CUL1 inh = inhibitors of human ROC1-CUL1 ubiquitin ligase activity | in vitro K48 di-Ub FRET, acceptor:donor ratio, 45 min | inhibition, % at 10 µM | 140,000 compounds, 0.6% hits; in the data active = inhibition above about 25%
# Target sequence (P62877 whole entry, looked up): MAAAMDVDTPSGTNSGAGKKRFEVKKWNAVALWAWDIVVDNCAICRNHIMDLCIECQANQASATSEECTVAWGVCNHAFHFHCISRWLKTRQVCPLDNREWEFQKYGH
# Target sequence (Q13616 whole entry, looked up): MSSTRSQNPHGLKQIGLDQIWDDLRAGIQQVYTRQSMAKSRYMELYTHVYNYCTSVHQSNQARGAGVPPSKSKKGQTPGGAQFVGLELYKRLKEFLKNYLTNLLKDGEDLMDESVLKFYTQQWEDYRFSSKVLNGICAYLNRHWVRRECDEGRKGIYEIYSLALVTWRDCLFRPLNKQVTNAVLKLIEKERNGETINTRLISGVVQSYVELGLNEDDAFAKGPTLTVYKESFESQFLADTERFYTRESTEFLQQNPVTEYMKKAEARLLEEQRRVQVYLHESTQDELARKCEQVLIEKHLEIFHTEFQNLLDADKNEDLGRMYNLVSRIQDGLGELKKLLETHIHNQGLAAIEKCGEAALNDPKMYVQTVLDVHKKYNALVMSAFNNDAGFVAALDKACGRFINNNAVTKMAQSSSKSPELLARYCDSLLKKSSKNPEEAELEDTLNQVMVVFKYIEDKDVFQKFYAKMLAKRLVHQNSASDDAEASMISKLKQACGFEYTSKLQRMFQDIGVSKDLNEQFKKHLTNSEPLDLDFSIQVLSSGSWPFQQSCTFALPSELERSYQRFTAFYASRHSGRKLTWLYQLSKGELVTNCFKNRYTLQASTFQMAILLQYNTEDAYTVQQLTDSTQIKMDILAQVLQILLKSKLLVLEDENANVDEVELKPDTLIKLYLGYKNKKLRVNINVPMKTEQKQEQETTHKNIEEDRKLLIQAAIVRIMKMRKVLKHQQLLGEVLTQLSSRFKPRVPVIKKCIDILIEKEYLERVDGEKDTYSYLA
# Starred values were filed as active, the others as inactive. The list is partial (hit frequency here may not be typical).
SMILES,RBX1-CUL1 inh
CCOc1ccc(NC(=S)Nc2ccc3nsnc3c2)cc1,51*
Cc1cc(N2CCN(C)CC2)nc2ccc(NC(=O)c3ccc(C(C)(C)C)cc3)cc12,-1
Cc1ccc(-c2cn3cccc(C)c3n2)cc1NS(=O)(=O)c1ccccc1,-1
CCC1(c2ccccc2)C(=O)N(C(=O)c2ccccc2)C(=O)N(C(=O)c2ccccc2)C1=O,-2
O=C(CN1CCc2ccccc2C1)N1CCCc2c1c(=O)oc1ccc(O)cc21,2
Cc1nonc1OCC(C)(COc1nonc1C)NC(=O)c1ccc(Cl)cc1,4
CCN(CC)CCCNc1ncnc2ccccc12,4
O=C1CN(C(=O)c2ccccc2OC2CCN(C(=O)c3cccnc3)CC2)CCN1,-7
CN(C(=O)CSc1cn(CC(=O)N2CCOCC2)c2ccccc12)c1ccccc1,-2
CCOC(=O)C1=C(c2ccccc2)N=c2s/c(=C/c3ccc(N4CCN(C)CC4)o3)c(=O)n2C1c1ccc2c(c1)OCO2 (configuration not stated),5
O[C@H]1CN(Cc2ccc(Cl)cc2)C[C@@H]1N1CCOCC1,3
Cc1ccc(-c2csc(NC(=O)c3ccc(Cl)cc3)c2C(=O)O)cc1,3
CCCNC(=O)Cc1c2c(n(Cc3ccccc3F)c1C)CCCC2=O,-1
COc1ccccc1OCC(=O)NCC1CCCN(C(=O)C2=CCCC2)C1 (configuration not stated),-12
CC(C)c1ccccc1NC(=O)C1CCN(C(=O)c2ccccc2)CC1,0
CCOc1ccccc1CNC(=O)CN1C(=O)CCn2nc(-c3cn(C)c4ccccc34)cc21,0
CCOc1ccccc1N(CC(=O)NCCSc1ccccc1)S(=O)(=O)c1ccccc1,-3
COC(=O)c1sc(-c2ccccc2)cc1NC(=O)Nc1ccccc1Cl,-2
CC(NC(=O)CCCCC(=O)NC(C)C1COc2ccccc2O1)C1COc2ccccc2O1 (configuration not stated),2
CC(C)(C)c1[nH]nc2c1C(c1ccccc1F)C(C#N)C(=N)O2 (configuration not stated),-9
CC1(C)CC2(C)OC(=O)CN2C(=S)N1 (configuration not stated),1
Cc1c(-c2ccccc2)[nH]c2c(CNC(=O)CN3CCCC3=O)cc(Cl)cc12,-6
COc1ccc(Cc2nnc3sc(SC)nn3c2=O)cc1,7
Cc1nc2scc(-c3ccc(C(C)C)cc3)c2c(=O)n1N,1
CC(Oc1ccccc1)C(=O)N1CCN(c2ccc(F)cc2)CC1 (configuration not stated),11

# Copied from the list.
# `O[C@H]1CN(Cc2ccc(Cl)cc2)C[C@@H]1N1CCOCC1` in RBX1-CUL1 inh has 3
# `CC(NC(=O)CCCCC(=O)NC(C)C1COc2ccccc2O1)C1COc2ccccc2O1` (configuration not stated) in RBX1-CUL1 inh has 2
# `CN(C(=O)CSc1cn(CC(=O)N2CCOCC2)c2ccccc12)c1ccccc1` in RBX1-CUL1 inh has -2

# Carrying on:
SMILES,RBX1-CUL1 inh
COc1ccc(C)cc1Nc1nc2cc(Cl)c(Cl)cc2nc1-n1nc(C)cc1C,-4
CCSc1nn2c(=O)c3ccccc3nc2s1,-6
Cc1ccc(NS(=O)(=O)c2cnc(N)nc2)c(C)c1,0
CCOc1cc(S(=O)(=O)n2ccnc2C(C)C)ccc1Cl,-4
CCC(C)NC(=O)c1ccccc1NC(=O)CN1C(=O)c2cccc3cccc1c23 (configuration not stated),7
COc1ccccc1OCCn1c(SCCO)nc2ccccc21,1
Cc1ccc(NC(=O)C(C)c2cccc(C(=O)c3ccccc3)c2)nc1 (configuration not stated),4
Clc1ccc(CNC2CCCC2)cc1,3
COc1ccc2c(C)c(CCC(=O)NCCc3ccccc3OC)c(=O)oc2c1,4
COc1ccc(S(=O)(=O)N(C(=O)c2ccc(Cl)cc2)c2ccc3oc(C)c(C(C)=O)c3c2)cc1,-1
CC(=O)Nc1ccc(NC(=O)c2ncoc2-c2ccco2)cc1,0
Cn1c2c(c3ccccc31)C(C)(C)NC(C)(C)C2,-5
COc1cccc(CCC(=O)NCC2Cc3cc(-c4ccnc(SC)n4)cc(Cl)c3O2)c1 (configuration not stated),-1
Cc1ccccc1C(=O)Oc1ccccc1C1c2sc3ccccc3c2OC(=N)C1C#N (configuration not stated),2
CCOC(=O)c1ccc(NC(=S)NC(NC(=O)c2cccc(Br)c2)C(Cl)(Cl)Cl)cc1 (configuration not stated),8
CC1(C)OC(=O)C(C)(CCCC2(C)C(=O)OC(C)(C)OC2=O)C(=O)O1,-5
C[C@@H]1C[C@H](Nc2ccc(F)cc2)c2ccccc2N1C(=O)c1ccc(Cl)cc1,3
Cc1ccccc1NC(=O)C(=O)NCC1(c2ccccc2)CCCC1,3
CCOC(=O)C(Nc1ccc(OC(F)(F)F)cc1)(NS(=O)(=O)c1ccccc1)C(F)(F)F (configuration not stated),-2
Cc1cc(Oc2cc(C#N)c(C#N)cc2N2CCOCC2)cc(C)c1Cl,-6
CCOc1ccc(C(=O)Nc2cccc(C(=O)OCc3cc(=O)n4cc(C)sc4n3)c2)cc1,-9
CCOC(=O)C1C(CN2CCN(c3ccccc3)CC2)=NC(=O)NC1c1ccc(C)cc1 (configuration not stated),0
CCOC(=O)c1sc(NC(=O)/C=C/c2ccc3c(c2)OCO3)nc1C,-5
CCN(CC)CC(O)Cn1c(-c2ccccc2)c(-c2ccccc2)c2cc(C)cc(C)c21 (configuration not stated),10
Cc1nn(C(=O)c2cccc([N+](=O)[O-])c2C)c(C)c1S(=O)(=O)N1CCCCCC1,-1

# More records
SMILES,RBX1-CUL1 inh
Cc1cccc(NC(=S)NC(C)(C)C)c1,2
O=C1c2ccccc2C(=O)N1CCCSc1nc2ccccc2[nH]1,5
COCCN1C(=O)C(C(c2ccc(Cl)cc2)N2CCN(c3ccccc3)CC2)C(=O)C=C1C (configuration not stated),-7
CCOC(=O)C1CCCN(C(=S)Nc2ccc(Cl)cc2C)C1 (configuration not stated),-7
Cn1cccc1C1(C(F)(F)F)NN(c2ccccc2)C(=N)C1C#N (configuration not stated),9
CCO/C=C1\C(=O)N(c2ccc(C)cc2)C(=O)c2ccccc21,-6
Cc1nn(-c2nnc(N(C)C)nn2)c(C)c1Br,6
COCc1ccc(CN2CCc3c(C(=O)NCc4ccccc4OC)c(OC)cc(=O)n3CC2)o1,12
Cc1cc(C)c(Cn2c3ccccc3c3cnn(CC(=O)NCC(C)c4ccccc4)c(=O)c32)c(C)c1 (configuration not stated),-2
COc1cc(/C=C2/SC(=S)NC2=O)ccc1OCc1ccc(F)cc1,6
Cc1cccc(OCCN)c1C,13
Cc1cc2c(cc1C)-c1c(sn(-c3ccc(F)cc3)c1=S)C(C)(C)N2,-3
COc1cccc(NC(=O)C2CCCN2S(=O)(=O)c2ccc3nc(-c4ccccc4)[nH]c3c2)c1 (configuration not stated),0
N#Cc1cccc(Oc2cccc(C(=O)OCc3ccc(F)cc3)c2)c1C#N,3
CCOC(=O)c1nnn(-c2nonc2N)c1CN1CCSCC1,7
O=C(C1CN(S(=O)(=O)c2ccccc2)CCN1S(=O)(=O)c1ccccc1)N(Cc1ccccc1)Cc1ccccc1 (configuration not stated),-2
O=C1c2c(Cl)c(Cl)c(Cl)c(Cl)c2C(=O)N1c1ccc(F)cc1,6
COc1ccc(CC(=O)Nc2c(C(=O)N3CCN(c4ccccc4)CC3)oc3ccccc23)cc1OC,1
COC(=O)c1cc(NC(=O)c2ccco2)cc(C(=O)OC)c1,4
CCOC(=O)C(C(C)=N)C(=S)Nc1ccc([N+](=O)[O-])cc1 (configuration not stated),-4
Cc1ccc2ccc3cc(C(=O)N4CCN(c5ccccc5F)CC4)nc3c2[nH]1,1
COC(=O)CCC(=O)N1CCC(Oc2ccc(C(=O)NCCN(C)C)cc2Cl)CC1,1
O=c1cc(-c2ccc(F)cc2)oc(-c2cccc(C(F)(F)F)c2)n1,-4
CN(C)S(=O)(=O)N1CCN(c2ccccc2Cl)CC1,9
COc1ccc(NC(=O)CSc2nnc(Cc3ccccc3)n2C)c(OC)c1,5

# Other structures.
SMILES,RBX1-CUL1 inh
O=C(Nc1ccc(Cl)cc1C(=O)NCC1CCCO1)c1ccc(Cl)cc1Cl (configuration not stated),7
COc1cccc2ccc(CN3CCC(N4CCC(C(=O)NC5CC5)CC4)CC3)nc12,4
Cc1ccc(-c2nc3ccccc3s2)cc1NC(=S)NC(=O)c1cccnc1,-5
COc1ccc(C2NC(=O)N(C)C3=C2C(=O)CC(C)(C)C3)cc1 (configuration not stated),6
Nc1nsc2ccc3ccccc3c12,-9
COc1cc(Cl)ccc1NC(=O)c1cnn2c(C)cc(C)nc12,-2
Cc1sc(NC(=O)CSc2nc(-c3ccccc3)c(C#N)c(=O)[nH]2)nc1-c1ccccc1,2
C=CCn1nnc(NC(=O)c2ccc(C)cc2)n1,0
O=C(O)C(C(=O)/C=C/c1ccccc1)=C1SCCS1,13
Cc1ccc(OCCSc2nc(C)c(Cc3ccccc3)c(=O)[nH]2)cc1,-11
CCCOC(=O)c1ccc(OC(=O)/C=C/c2ccccc2)c(OC)c1,1
Cc1ccc(Cl)cc1-n1c(CCC(=O)O)ccc1-c1cccs1,1
COc1cc(/C=C2/C(=N)N3N=C(C(C)C)SC3=NC2=O)ccc1OC(=O)c1ccc(F)cc1,-12
Cc1ccc(-c2nc3ccccc3c(=O)n2CCCn2ccnc2)cc1,1
CCOC(=O)c1cccc(NC(=O)c2ccc3c(c2)nnn3CC)c1,-5
CCC(=O)NC(N=C1C(=O)N(c2ccccc2)N(C)C1C)(C(F)(F)F)C(F)(F)F (configuration not stated),2
COc1ccc(OC)c(/C=C2\N=C(c3ccc(C)cc3)OC2=O)c1,-7
CC(C)(C)c1ncc(C(=O)O)cn1,-4
COc1ccccc1-n1c(-c2ccncc2)n[nH]c1=S,2
Cc1cc(C)cc(N2C(=O)CSC23C(=O)N(CC(=O)NC2CCCCC2)c2ccccc23)c1 (configuration not stated),-10
Clc1ccc(N2CCN(c3ncnc4c3cnn4-c3ccccc3)CC2)cc1,-2
CC(C)(C)c1ccc(C2CC(=O)c3cnc(NCc4ccccc4)nc3C2)cc1 (configuration not stated),2
O=C1CCC(N2Cc3ccccc3C2=O)C(=O)O1 (configuration not stated),-5
O=C(Cn1nnnc1CN1CCOCC1)N1CCC(Oc2ccc(F)cc2)CC1,6
CC(=O)N1C(=O)N(C(C)=O)C2C1N(C(C)=O)C(=O)N2C(C)=O (configuration not stated),-4

# A different layout for some results above.
structure	RBX1-CUL1 inh
CCCOC(=O)c1ccc(OC(=O)/C=C/c2ccccc2)c(OC)c1	1
Cc1ccc(Cl)cc1-n1c(CCC(=O)O)ccc1-c1cccs1	1
O=C1CCC(N2Cc3ccccc3C2=O)C(=O)O1 (configuration not stated)	-5
Cc1ccc(-c2nc3ccccc3c(=O)n2CCCn2ccnc2)cc1	1
COc1ccc(OC)c(/C=C2\N=C(c3ccc(C)cc3)OC2=O)c1	-7

# Some of these compounds in order of their number in RBX1-CUL1 inh, low to high:
mol	RBX1-CUL1 inh
CCOC(=O)C1CCCN(C(=S)Nc2ccc(Cl)cc2C)C1 (configuration not stated)	-7
CCOC(=O)C(C(C)=N)C(=S)Nc1ccc([N+](=O)[O-])cc1 (configuration not stated)	-4
Cc1cc(C)c(Cn2c3ccccc3c3cnn(CC(=O)NCC(C)c4ccccc4)c(=O)c32)c(C)c1 (configuration not stated)	-2
CCOC(=O)C1C(CN2CCN(c3ccccc3)CC2)=NC(=O)NC1c1ccc(C)cc1 (configuration not stated)	0
Cc1nonc1OCC(C)(COc1nonc1C)NC(=O)c1ccc(Cl)cc1	4

# Additional compounds follow:
SMILES,RBX1-CUL1 inh
CCCc1cc(C(=O)Nc2c(C)nn(Cc3c(Cl)cccc3Cl)c2C)no1,1
CCOc1cc(/C=N\NC(=O)CN2CCOCC2)ccc1OCc1ccc(F)cc1,0
CC(C)(C)OC(=O)N1CCC(c2c(C(=O)NC3CCCCC3)cnn2-c2cccc(F)c2)CC1,-9
Cc1cc(C)cc(OCC(=O)N2CCC(c3nc4ccccc4o3)CC2)c1,-7
COCCn1c(C)cn2c3c(=O)n(CCC(C)C)c(=O)n(C)c3nc12,11
O=C(O)c1cccc(-n2cnc3cccnc32)c1,-10
C#CCOc1cc(N=C2SCC(=O)N2CC#C)c(F)cc1Cl,5
COc1ccc(C2CC(C(F)(F)F)n3ncc(C(N)=O)c3N2)cc1 (configuration not stated),0
CN(C)C(=S)Nn1c(-c2ccccc2)nc2ccccc2c1=O,-1
CCCCn1c(CN2CCN(C(=O)OCC)CC2)cnc1S(=O)(=O)CC,12
CCOc1ccc(CN(C(=O)c2cc(=O)c3cc(Cl)ccc3o2)C2CCS(=O)(=O)C2)cc1 (configuration not stated),-7
COc1ccc(N2CCN(C(=O)c3c(F)c(F)c(F)c(F)c3F)CC2)cc1,-5
CC1CN(c2nc3nonc3nc2NCc2ccccc2)CCN1C (configuration not stated),2
COc1ccc(CNC(=O)CSc2nc3cc(C(F)(F)F)ccc3s2)cc1,2
Cc1ccccc1C(=O)Nc1sc2c(c1C(=O)N1CCC(C)CC1)CCCC2,-1
Cc1ccc(NC(=O)CSc2nc3c(oc4ccccc43)c(=O)n2Cc2ccco2)cc1F,-5
O=C(Nc1cccc(-n2cccn2)c1)C1CCCN1C(=O)CCc1ccsc1 (configuration not stated),3
CCC12CN3CC(C)(CN(C1)C3c1c(C)[nH]c3ccccc13)C2=O (configuration not stated),1
Cc1ccc(-c2nn3nc(COc4cccc5c4OC(C)(C)C5)nc3s2)cc1,1
Cc1ccc(-c2cn(-c3ccc(Cl)cc3)c(=O)s2)cc1,-2
Cc1ccc(-c2csc(NC(=O)c3cccc(C)c3)c2C(=O)O)cc1,-4
Cn1c(CSc2nc3ccccc3s2)nnc1SCC(=O)NCCOCCO,11
N#CC1C(SCC(N)=O)=NC2=C(C(=O)c3ccccc32)C1c1ccccc1 (configuration not stated),9
CCCCS(=O)(=O)Nc1cccc(OC)c1,6
Cc1cccc(OCCSc2nc3ccc(NC(=O)COc4ccccc4C)cc3s2)c1,-8
CCc1csc(CNC(=O)c2ccc(N3CCCCC3CO)nc2)n1 (configuration not stated),-7
CCOc1cc(CNC(C)c2ccccc2)cc(Br)c1OCc1ccccc1 (configuration not stated),5
Cc1noc(C)c1CCCNC(=O)c1ccc(N2CCCN(C)CC2)nc1,5
CC(Cc1c[nH]c2ccccc12)N1C(=O)C2CCCCC2C1=O (configuration not stated),-8

# An excerpt of these results, as labelled records.
CCOc1cc(CNC(C)c2ccccc2)cc(Br)c1OCc1ccccc1 (configuration not stated)
  RBX1-CUL1 inh: 5

Cc1noc(C)c1CCCNC(=O)c1ccc(N2CCCN(C)CC2)nc1
  RBX1-CUL1 inh: 5
